# 14-3-3 PPI: modulators of 14-3-3 gamma protein binding, primary screen, biochemical, fluorescence polarization; FP, 14-3-3gamma / TMR-pS259-Raf peptide binding; inhibition, % at 40 µM; actives 0.19% (n = 160,000); AID 422, 2006; in the data active = inhibition above about 30%;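 also: 0% = protein plus tracer without compound and 100% = blank with tracer alone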
# Target sequence (P61981 whole entry, looked up): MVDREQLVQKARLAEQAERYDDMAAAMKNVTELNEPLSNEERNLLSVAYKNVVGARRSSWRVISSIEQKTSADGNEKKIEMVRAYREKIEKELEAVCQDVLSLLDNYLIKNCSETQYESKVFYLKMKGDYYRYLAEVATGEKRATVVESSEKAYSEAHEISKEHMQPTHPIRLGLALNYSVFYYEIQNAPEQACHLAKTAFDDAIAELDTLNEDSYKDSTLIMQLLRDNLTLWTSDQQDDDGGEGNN
# Starred values were filed as active, the others as inactive; & = joins results of further samples. Only part of the results is shown; the hit share may differ from the screen's.
SMILES,14-3-3 PPI
COc1cccc(C2NC(=O)c3[nH]nc(-c4ccccc4)c32)c1 (stereo not drawn),-8
CC(=O)c1c(C)n([O-])c2cc(C)ccc2[n+]1=O,-1
CCOCCn1c(CN2CCC(C)CC2)nc2c1c(=O)n(C)c(=O)n2C,0&-8
Cc1ccc(C2CC(C(F)(F)F)n3nc(C(=O)N4CCOCC4)cc3N2)cc1 (stereo not drawn),-2
CC1=C(C(=O)Nc2cccc(F)c2)C(c2ccccc2C(F)(F)F)C2=C(CC(C)(C)CC2=O)N1 (stereo not drawn),-6
Cc1nn(-c2ccccc2)c2sc(C(=O)N3CCC(C)CC3)cc12,-6
CSC1=C(C#N)C(c2ccc(C)s2)CC(=O)N1 (stereo not drawn),1
CCNC(=O)C1OC(n2cnc3c(NCc4ccccc4)ncnc32)C(O)C1O (stereo not drawn),-5
C#CCOC(=O)CCC(=O)Nc1cc(OC)nc(OC)n1,-1
O=C(c1ccco1)N1CCN(C2=NS(=O)(=O)c3ccccc32)CC1,4&12

# 3 entries from above, field by field.
> COc1cccc(C2NC(=O)c3[nH]nc(-c4ccccc4)c32)c1 (stereo not drawn)
  14-3-3 PPI: -8
> CC(=O)c1c(C)n([O-])c2cc(C)ccc2[n+]1=O
  14-3-3 PPI: -1
> CCOCCn1c(CN2CCC(C)CC2)nc2c1c(=O)n(C)c(=O)n2C
  14-3-3 PPI: 0&-8

# More entries.
SMILES,14-3-3 PPI
CC(C)COCC1CC2(CC(C)(c3csc(N)n3)OC2=O)C(=O)O1 (stereo not drawn),1&5
CS(=O)(=O)N(Cc1ccc(C(=O)NCc2ccco2)cc1)c1ccccc1,2
CCOC(=O)c1ccc(N(C(C)=O)c2nc(-c3cc4cc(Br)ccc4oc3=O)cs2)cc1,0
CC(C)CCNC(=O)Cn1c(=S)[nH]c2ccccc2c1=O,-2
CCOC(=O)c1sc(=S)n(-c2ccc(OC)c(Cl)c2)c1N,-4
Nc1cccc2[nH]c(=O)c(=O)[nH]c12,-3
CCOC(=O)C1CCN(S(=O)(=O)c2cccc(-c3cn4cccnc4n3)c2)CC1,-7
CN(C)S(=O)(=O)c1ccc(C(=O)Nc2sc3c(c2C(N)=O)CC(C)(C)NC3(C)C)cc1,-2
CCCS(=O)(=O)N1CCC(C(=O)NC2CC2)CC1,-3
Cc1ccc(S(=O)(=O)c2nc(NCCCn3ccnc3)sc2Cl)cc1,2
CC(=O)N1CCc2cc(S(=O)(=O)CCC(=O)N3CCC(Cc4ccccc4)CC3)ccc21,0
Cc1ccc(C)c(NC(=O)CSc2nc3ccccc3s2)c1,-8
Cc1nc2c(C(=O)NC(c3ccccc3)c3ccccc3)cnn2c(C)c1Cc1cccc(Cl)c1,3
COc1ccc2nc(N3CCC(C(=O)NCc4ccccn4)CC3)sc2c1,-1
O=c1[nH]c(SCc2cccc(F)c2)nc2c1cnn2-c1ccc(F)cc1,-5
CCOc1ccc(NC(=O)c2cc3cc4ccc(Cl)cc4nc3o2)cc1,-118
COc1cccc(C=Nc2cccc(C(=O)O)c2C)c1O,-7
Cn1c(=O)c2cc(S(=O)(=O)N(CCO)Cc3ccccc3)ccc2n(C)c1=O,3
CCSc1cc([N+](=O)[O-])ccc1C(=O)Nc1ccccc1,3
C=CCNC(=O)c1ccc(CNc2nc(=S)[nH]c3ccccc23)cc1,-3
CCOC(=O)C(Sc1nnc2c3ccccc3n(CC)c2n1)C(=O)OCC,7
CCCc1nnc(NC(=O)CCC(=O)O)s1,1&4
COC(=O)Cc1cc(=O)n2[nH]c(C)nc2n1,-7
COc1ccccc1-c1cc(C(=O)NCc2ccco2)no1,-7
CC1(C)CC(=O)C(C=NCCCN2CCCC2=O)=C(O)C1,-2
COC(=O)C1=C(C)NC(=O)NC1c1cc(OC)c(O)c([N+](=O)[O-])c1 (stereo not drawn),-1
COc1ccc(NC(=O)CCC2COc3ccccc3O2)c(OC)c1 (stereo not drawn),-1
CCOc1ccc(-c2n[nH]c3c2C(c2ccc(OC)cc2)N(c2ccc(Br)cc2)C3=O)cc1 (stereo not drawn),3
CCCCN1C(=O)CN(C2CCC(C)CC2)C(=O)C1c1ccc(OC(C)C)c(OC)c1 (stereo not drawn),8
Cc1noc(NS(=O)(=O)c2ccc(NC(=O)c3ccc([N+](=O)[O-])cc3)cc2)c1C,-5
COc1ccc(NC(=O)Nc2cc(C)ccc2OC(F)F)c(OC)c1,-2
CCOC(=O)N1CCN(C(=O)c2cccc(-n3c(=S)[nH]c4cc(Cl)ccc4c3=O)c2)CC1,-8
CCCC(C(=O)NC1CCCC1)N(Cc1cccs1)C(=O)c1snc(C(N)=O)c1N (stereo not drawn),-8
COc1ccc(Cn2c(=O)sc3ccccc32)cc1,-4
COc1ccc(C2/C(=C(\O)c3ccc(Cl)cc3)C(=O)C(=O)N2CCN(C)C)cc1OC (stereo not drawn),0
COc1ccccc1C(=O)n1nc(-c2ccccc2)nc1NCc1ccco1,-2
O=C(Nc1c2c(nn1-c1cccc(Cl)c1)CS(=O)(=O)C2)c1cc(Cl)ccc1[N+](=O)[O-],6
CCOC(=O)c1c(NC(=O)CCCn2nc([N+](=O)[O-])cc2C)sc2c1CCC2,-8
CCCCOC(=O)C1=C(C)NC2=C(C(=O)CCC2)C1c1cccc2ccccc12 (stereo not drawn),-7
CCOc1ccc2nc(SCC(=O)N3CCCCCC3)c(C#N)cc2c1,-6
CCC1=NN(C(=O)c2ccc(C)cc2)C(O)(C(F)(F)F)C1 (stereo not drawn),-3
O=C(CC1(O)C(=O)N(Cc2ccccc2Cl)c2ccccc21)c1ccc(Br)s1 (stereo not drawn),0
Fc1ccccc1-c1nc(N2CCOCC2)c2ccccc2n1,1
Cc1nc(Nc2ccc(Oc3ccccc3)cc2)c2cc(C)sc2n1,-3
Cc1cccc(NC(=O)C2CC(=O)N(Cc3ccc4c(c3)OCO4)C(=Nc3ccc(F)cc3)S2)c1 (stereo not drawn),-20
CC(C)Oc1ccccc1C1Nc2ccc3ccccc3c2C2=C1C(=O)CC(C)(C)C2 (stereo not drawn),-4
COC(=O)C1=CN(C2CC2)C=C(C(=O)OC)C1c1ccccc1,-2
COc1ccc(N2CN=C3SC(CO)(CO)C(=O)N3C2)cc1,-1
O=C(c1ccccc1C(=O)N1CCN(c2ccccc2F)CC1)N1CCN(c2ccccc2F)CC1,0
O=c1c2cc(F)ccc2[nH]c(=S)n1Cc1cccnc1,-6

# The list continues.
SMILES,14-3-3 PPI
CCCCc1ccc(NC(=O)c2ccc(C(C)(C)C)cc2)cc1,-6
O=C(c1ccc(Br)o1)N1N=C(c2ccc(Br)cc2)CC1c1ccc(Br)cc1 (stereo not drawn),-2
Cc1ccccc1S(=O)(=O)Nc1cc(Cl)c2oc3c(c2c1)C(=O)CCC3,-1
O=C1C2C3C=CC(CO)(O3)C2C(=O)N1c1ccccc1-c1ccccc1 (stereo not drawn),5
S=C(c1ccc2c(c1)OCO2)N1CCCC1,3
CN(C(=O)CN1C(=O)c2ccccc2S1(=O)=O)c1ccccc1C(=O)O,2
N#CCCn1cc(/C=N/O)c(-c2ccc(-c3ccccc3)cc2)n1,-2
CCn1c(SCC(=O)Nc2ccc(Cl)cc2)nnc1C1CC1,-2
O=C(NC(NC1CCS(=O)(=O)C1)C(=O)c1ccccc1)c1ccc(Cl)cc1 (stereo not drawn),0
COc1cccc(NC(=O)Cc2ccccc2)c1,3
Cc1ccc(C2=NN(CCC(=O)NCc3ccccc3Cl)C(=O)CC2)cc1,-1
CCCCOc1ccccc1NC(=O)CC1Sc2ccc(C(F)(F)F)cc2NC1=O (stereo not drawn),-3
COc1ccc(OC)c2[nH]c(=O)c(CCNC(=O)c3ccc([N+](=O)[O-])cc3)cc12,-6
CCN(C(=O)c1ccco1)c1nc(CC(=O)Nc2ccc(Cl)cc2)cs1,-8
COc1ccc2c(Cl)c(C(=O)NCCCn3ccnc3)sc2c1,-20
CCn1c(Cc2ccccc2)nnc1SCC(=O)Nc1ccc(S(N)(=O)=O)cc1,-12
CCn1c2ccccc2c2cc(N)ccc21,-20&-83
COc1cccc(C2NC(=O)c3ccccc3O2)c1OC (stereo not drawn),-8
COc1ccc(C)cc1NC(=O)C1c2ccccc2C(=O)N(C)C1c1cn(C)c2ccccc12 (stereo not drawn),-7
COc1cc(OC)cc(-c2nc3ccccc3c(=O)o2)c1,-3
S=C(c1ccc(-c2ccc(Cl)c(Cl)c2)o1)N1CCOCC1,-24
COCCn1nnnc1C(C(C)C)N(Cc1cccnc1)Cc1ccccc1Cl (stereo not drawn),0
CCn1c(SCC(=O)Nc2nc(-c3ccccc3)cs2)nnc1-c1ccccc1O,-1
COc1ccc(S(=O)(=O)N2CCC(C(=O)Nc3cccc(Cl)c3)CC2)cc1OC,-2
COc1cccc(NC(=O)c2cccs2)c1,-3
O=C(Nc1sc2c(c1C(=O)Nc1ccccc1)CCCC2)c1ccc(F)cc1,-34
CCCS(=O)(=O)N1CCC(C(=O)NCCCN(C)Cc2ccccc2)CC1,-9
COc1ccc(CCNC(=O)CCN2C(=O)C(C)Oc3ccc(C)cc32)cc1OC (stereo not drawn),4&-5
COC(=O)C1C(=O)C2=C(CC1C)NC(C)=C(C(=O)OC(C)C)C2c1ccc(OC)c(O)c1 (stereo not drawn),-5&-9
CCN(CC)c1nc(SCC(=O)O)nc(N(CC)CC)n1,-10
COCCCNc1nc2c(c(=O)n(C)c(=O)n2C)n1Cc1ccccc1Cl,2
Brc1ccc(-c2cnc3ccccc3n2)cc1,-12
Fc1cccc(CSc2nc3ccncc3[nH]2)c1,-3
O=C(Cn1c(=O)sc2ccccc21)NCCC1=CCCCC1,1
CCCOc1ccc(C(CC(=O)O)NC(=O)c2ccc3c(c2)OCO3)cc1 (stereo not drawn),-6
CCCCn1c(SCc2ncc(-c3ccccc3)o2)nc2cc(S(N)(=O)=O)ccc21,-12
Cc1cccc(-n2ncc3c(N(C)Cc4ccccc4)ncnc32)c1,-1
O=C1c2ccccc2C(=O)N1c1ccc(OCC(O)COC2CCCCC2)cc1 (stereo not drawn),-18
COc1ccccc1-n1nc(C(=O)Nc2ccccn2)c2ccccc2c1=O,11
CCn1cc(SCC(=O)Nc2ccc(F)cc2)c2ccccc21,3
Cc1ccc(S(=O)(=O)c2cc3c(=O)n4ccccc4nc3n(Cc3ccco3)c2=N)cc1,-29
O=C(NC1CCCC1)c1ccc2c(=O)[nH]c3c(C(=O)NC4CCCC4)sc(=S)n3c2c1,-31
Cc1ccc(C)c(OCC(O)CN2CCCCC2C)c1 (stereo not drawn),-6
CCOC(=O)N1CCN(C(=O)c2cc(-c3ccc(OCC)cc3)nc3ccccc23)CC1,3
COCCNC(=O)c1cc(-c2cccs2)on1,3
CCOc1ccc(NC(=O)c2ccc(F)c(S(=O)(=O)NC3CCCC3)c2)cc1,-19
CCOC(=O)/C=C(\C)Nc1cc(C)nn1-c1ccccc1,5
COc1ccc2nc(N3CCC(C(=O)NCc4cccs4)CC3)sc2c1,1
N#Cc1c(NC(=O)CC(NC(=O)c2ccccc2)c2ccccc2)sc2c1CCCC2 (stereo not drawn),-25
Cc1ccnc(N2C(=O)c3cccnc3C2=O)c1,2

# (next part)
SMILES,14-3-3 PPI
CC(C)Cn1c(N)c(C(=O)COC(=O)c2ccc3c(c2)OCCO3)c(=O)n(C)c1=O,-6
CCOc1cccc2c1OC(c1cccc(F)c1)N1N=C(c3ccc(F)cc3)CC21 (stereo not drawn),-3
CC(=O)c1c(C)n(CC(=O)NCc2ccc3c(c2)OCO3)c2ccccc12,-9
O=c1c2cnn(-c3ccccc3Cl)c2ncn1Cc1cccnc1,-1
O=C(Nc1ccc(F)cc1)c1cc2ccccc2c(=O)o1,0
COc1ccc2nc(NC(=O)NC3CCCCC3)sc2c1,10
COC(=O)c1c(NC(=O)C(C)C)sc(C(N)=O)c1C,-3
CCOc1ccc(-c2csc(NC(=O)c3ccc(Oc4ccccc4)cc3)n2)cc1,-15
CC1CCCCN1C(=O)Cn1cc(C(=O)C(F)(F)F)c2ccccc21 (stereo not drawn),-4
CC1(C)CC(O)(CNCc2ccc3c(c2)OCO3)CCO1 (stereo not drawn),3

# Quoted at random: two records from the list, in no set order.
SMILES,14-3-3 PPI
CC1(C)CC(O)(CNCc2ccc3c(c2)OCO3)CCO1 (stereo not drawn),3
CCOc1cccc2c1OC(c1cccc(F)c1)N1N=C(c3ccc(F)cc3)CC21 (stereo not drawn),-3

# A different layout for some results above:
CC(=O)c1c(C)n(CC(=O)NCc2ccc3c(c2)OCO3)c2ccccc12
- 14-3-3 PPI: -9
O=c1c2cnn(-c3ccccc3Cl)c2ncn1Cc1cccnc1
- 14-3-3 PPI: -1
O=C(Nc1ccc(F)cc1)c1cc2ccccc2c(=O)o1
- 14-3-3 PPI: 0
COc1ccc2nc(NC(=O)NC3CCCCC3)sc2c1
- 14-3-3 PPI: 10

# The listing picks up; the two compounds before the break are reprinted first.
SMILES,14-3-3 PPI
CC1CCCCN1C(=O)Cn1cc(C(=O)C(F)(F)F)c2ccccc21 (stereo not drawn),-4
CC1(C)CC(O)(CNCc2ccc3c(c2)OCO3)CCO1 (stereo not drawn),3
O=C(CC1Sc2ccccc2NC1=O)Nc1cccc(-c2nnc3n2CCCCC3)c1 (stereo not drawn),-6
O=C(CNS(=O)(=O)c1ccccc1)NCc1ccccn1,0
Cc1ccc(C(=O)N2N=C(C(F)F)CC2(O)C(F)F)cc1C (stereo not drawn),-7
Cc1cc(O)ccc1-c1cnc2ccccc2n1,-5
Cn1c(=O)n(Cc2ccccc2)c(=O)c2c1[nH]c(=O)n2C,0
CCc1ccc2c(CN3CCN(S(=O)(=O)c4ccc5c(c4)OCCO5)CC3)cc(=O)oc2c1,-14
CC(=O)Nc1ccc(NS(=O)(=O)c2cc(Br)cc3c2N(C(=O)C2CC2)CC3)cc1,-4
Cc1ccc(NC2CC(=O)N(c3ccc(N4CCCCC4)cc3)C2=O)cc1 (stereo not drawn),-8
O=C(Nc1cccc(-n2cnnn2)c1)c1ccco1,-6

# High-throughput results (PubChem)
